High-throughput results: PubChem BioAssay, NCI
yeast mec2-1 – NCI yeast anticancer drug screen, S. cerevisiae mec2-1 strain. 9% of 79,000 active. growth inhibition, % at 50 µM. AID 157, 2004;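 further: 0% = growth of vehicle-only cultures of the same strain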
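Each compound was tested on mec2-1 yeast, a strain altered in DNA damage repair or cell cycle control. Growth inhibition is reported relative to vehicle.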
yeast cln2 rad14 – NCI yeast anticancer drug screen, S. cerevisiae cln2 rad14 strain | growth inhibition, % at 50 µM | 8.3% of 78,000 active;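 further: 0% = growth of vehicle-only cultures of the same strain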
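Growth of compound-exposed yeast (cln2 rad14 genotype) measured and expressed as inhibition relative to vehicle.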
rad50 – NCI yeast anticancer drug screen, S. cerevisiae rad50 strain; growth inhibition, % at 50 µM; 10% of 79,000 active;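 further: 0% = growth of vehicle-only cultures of the same strain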
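Inhibition values express reduced yeast growth in compound-treated cultures relative to vehicle-treated controls.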
yeast sgs1 mgt1 – NCI yeast anticancer drug screen, S. cerevisiae sgs1 mgt1 strain; AID 161, 2004; % growth inhibition at 50 µM; 10% of 78,000 active;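 further: 0% = growth of vehicle-only cultures of the same strain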
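This yeast growth screen uses a strain with defined DNA-repair lesions; compound-treated growth is compared with vehicle-treated growth.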
yeast mlh1 rad18 – NCI yeast anticancer drug screen, S. cerevisiae mlh1 rad18 strain | growth inhibition, % at 50 µM | AID 175, 2004 | 11% of 79,000 active;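 further: 0% = growth of vehicle-only cultures of the same strain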
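Genetically defined yeast (DNA repair-deficient) exposed to compounds; growth inhibition determined relative to vehicle.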
yeast bub3 – NCI yeast anticancer drug screen, S. cerevisiae bub3 mutant strain | growth inhibition, % at 50 µM | 9.9% of 78,000 active | AID 167, 2004;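 further: 0% = growth of vehicle-only cultures of the same strain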
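Mutant yeast screening strain plus compound; vehicle-treated cultures serve as the 0% inhibition reference.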
* hit, by the source's call. No stated cut-off is given here; in the data, active means growth inhibition above about 70%; inactive means the rest.

Results for Cc1ccc2nc(CN3CCCCC3)cc(=O)n2c1 ?
yeast mec2-1: 22; yeast cln2 rad14: 21; rad50: 36; yeast sgs1 mgt1: 43; yeast mlh1 rad18: 34; yeast bub3: 33

Results for Cc1cc(O)cc(C)c1Cl ?
yeast mec2-1: -26; yeast cln2 rad14: -21; rad50: 17; yeast sgs1 mgt1: 6; yeast mlh1 rad18: 11; yeast bub3: 13

How did CCCCCCC(=O)/C=C/c1ccc(OCc2ccccc2)c(OCc2ccccc2)c1 do in these assays?
yeast mec2-1: -3; yeast cln2 rad14: 24; rad50: 34; yeast sgs1 mgt1: 18; yeast mlh1 rad18: 16; yeast bub3: -2

Results for Cc1cc(OC(=O)c2c(-c3ccccc3)noc2C)n(-c2ccc(NC(=O)c3c(-c4ccccc4)noc3C)cc2)n1 ?
yeast mec2-1: -24; yeast cln2 rad14: 12; rad50: -5; yeast sgs1 mgt1: 8; yeast mlh1 rad18: 0; yeast bub3: -6

Results for COc1ccc(C(=O)C(C(=O)C(=O)NCCCNC(=O)C(=O)C(C(=O)c2ccc(OC)cc2)c2ccc(OC)cc2)c2ccc(OC)cc2)cc1 (centres undefined) ?
yeast mec2-1: -26; yeast cln2 rad14: 14; rad50: -12; yeast sgs1 mgt1: -7; yeast mlh1 rad18: -11; yeast bub3: -9

How did O=C1C(=Cc2c(O)cc(O)cc2O)C(=O)c2ccccc21 do in these assays?
yeast mec2-1: 18; yeast cln2 rad14: 22; rad50: 40; yeast sgs1 mgt1: 5; yeast mlh1 rad18: 25; yeast bub3: 38

How did O=C(C=C(c1ccccc1)c1ccccc1)Nc1ccccc1 do in these assays?
yeast mec2-1: -15; yeast cln2 rad14: -55; rad50: -26; yeast sgs1 mgt1: -12; yeast mlh1 rad18: -16; yeast bub3: 23

What do the screens show for `Cc1c([N+](=O)[O-])cc(C(=O)O)cc1[N+](=O)[O-]`?
yeast mec2-1: 0; yeast cln2 rad14: -7; rad50: 36; yeast sgs1 mgt1: 16; yeast mlh1 rad18: 28; yeast bub3: 3

What do the screens show for `NC(=O)c1ccc(N=C(N)N=C(N)N)cc1`?
yeast mec2-1: -16; yeast cln2 rad14: -36; rad50: 7; yeast sgs1 mgt1: -20; yeast mlh1 rad18: -2; yeast bub3: -12

What do the screens show for `COC(=O)c1c(C)c(C)cc(C)c1C`?
yeast mec2-1: -13; yeast cln2 rad14: 12; rad50: -1; yeast sgs1 mgt1: -4; yeast mlh1 rad18: -10; yeast bub3: -7

Quoted from the listing for reference:
Results for Cc1ccc2nc(CN3CCCCC3)cc(=O)n2c1 ?
yeast mec2-1: 22; yeast cln2 rad14: 21; rad50: 36; yeast sgs1 mgt1: 43; yeast mlh1 rad18: 34; yeast bub3: 33

Results for Cc1cc(O)cc(C)c1Cl ?
yeast mec2-1: -26; yeast cln2 rad14: -21; rad50: 17; yeast sgs1 mgt1: 6; yeast mlh1 rad18: 11; yeast bub3: 13

How did CCCCCCC(=O)/C=C/c1ccc(OCc2ccccc2)c(OCc2ccccc2)c1 do in these assays?
yeast mec2-1: -3; yeast cln2 rad14: 24; rad50: 34; yeast sgs1 mgt1: 18; yeast mlh1 rad18: 16; yeast bub3: -2

Results for Cc1cc(OC(=O)c2c(-c3ccccc3)noc2C)n(-c2ccc(NC(=O)c3c(-c4ccccc4)noc3C)cc2)n1 ?
yeast mec2-1: -24; yeast cln2 rad14: 12; rad50: -5; yeast sgs1 mgt1: 8; yeast mlh1 rad18: 0; yeast bub3: -6

(more compounds)
What do the screens show for `Cc1oc2ncnc(N)c2c1C`?
yeast mec2-1: -3; yeast cln2 rad14: -32; rad50: 11; yeast sgs1 mgt1: 4; yeast mlh1 rad18: 8; yeast bub3: -3

Results for COc1ccc(COc2ccc(C(=O)CCN3CCOCC3)cc2)cc1 ?
yeast mec2-1: 96*; yeast cln2 rad14: 94*; rad50: 97*; yeast sgs1 mgt1: 97*; yeast mlh1 rad18: 97*; yeast bub3: 97*

What do the screens show for `O=C1OCC/C1=C\C1CO1` (centres undefined)?
yeast mec2-1: 22; yeast cln2 rad14: 8; rad50: -5; yeast sgs1 mgt1: -3; yeast mlh1 rad18: 12; yeast bub3: 19

How did C/C=C1\CN2CCc3c([nH]c4ccccc34)C2CC1CC(=O)N(C)C (centres undefined) do in these assays?
yeast mec2-1: -8; yeast cln2 rad14: -1; rad50: 1; yeast sgs1 mgt1: -21; yeast mlh1 rad18: -6; yeast bub3: 2

How did O=[N+]([O-])c1nccn1CCC[n+]1ccccc1 do in these assays?
yeast mec2-1: -9; yeast cln2 rad14: 10; rad50: -10; yeast sgs1 mgt1: 0; yeast mlh1 rad18: -5; yeast bub3: -14

Results for CC1(CO)CCCC2(C)C3=CC(=O)CCC3CCC12 (centres undefined) ?
yeast mec2-1: -2; yeast cln2 rad14: 0; rad50: -7; yeast sgs1 mgt1: -13; yeast mlh1 rad18: -3; yeast bub3: -9

What do the screens show for `O=C(COc1ccccc1)N(O)c1ccc(/C=C/c2ccccc2)cc1`?
yeast mec2-1: 8; yeast cln2 rad14: -6; rad50: 4; yeast sgs1 mgt1: 11; yeast mlh1 rad18: 44; yeast bub3: 15

What do the screens show for `COc1ccc2occ(CCC(=O)O)c2c1`?
yeast mec2-1: -1; yeast cln2 rad14: -26; rad50: 6; yeast sgs1 mgt1: -2; yeast mlh1 rad18: 7; yeast bub3: -1

How did CCOc1ccccc1/C=N/Nc1nc2ccccc2o1 do in these assays?
yeast mec2-1: 0; yeast cln2 rad14: -24; rad50: 31; yeast sgs1 mgt1: -3; yeast mlh1 rad18: 34; yeast bub3: 7

Results for COCCNC(c1ccccc1)C(O)c1ccccc1 (centres undefined) ?
yeast mec2-1: -16; yeast cln2 rad14: -33; rad50: 6; yeast sgs1 mgt1: -5; yeast mlh1 rad18: -8; yeast bub3: 8

How did CCOC(=O)c1c[nH]c2c(Cl)cccc2c1=O do in these assays?
yeast mec2-1: -30; yeast cln2 rad14: 9; rad50: -9; yeast sgs1 mgt1: -3; yeast mlh1 rad18: 1; yeast bub3: -9

How did CN(C)C(=O)C1(C)CC2CCC1C2 (centres undefined) do in these assays?
yeast mec2-1: -15; yeast cln2 rad14: 14; rad50: -2; yeast sgs1 mgt1: -9; yeast mlh1 rad18: -1; yeast bub3: 3

What do the screens show for `COc1c(C)c2c3c4c1C(=O)C(=CC4=O)NC(=O)/C(C)=C\C=C\C(C)C1OC(C)(C)OC(C1C)C(C)C(OC(C)=O)C(C)C(OC)/C=C/OC(C)(O2)C3=O` (centres undefined)?
yeast mec2-1: 21; yeast cln2 rad14: 11; rad50: 0; yeast sgs1 mgt1: 17; yeast mlh1 rad18: 42; yeast bub3: 2

What do the screens show for `O=C(NNC(=O)c1cccc2ccccc12)c1cccc(F)c1`?
yeast mec2-1: -21; yeast cln2 rad14: 6; rad50: -11; yeast sgs1 mgt1: 2; yeast mlh1 rad18: -9; yeast bub3: -11

How did Cc1ccc(S(=O)(=O)N/N=C/C(O)C(O)C(O)C(O)CO)cc1 (centres undefined) do in these assays?
yeast mec2-1: -5; yeast cln2 rad14: -34; rad50: 6; yeast sgs1 mgt1: -15; yeast mlh1 rad18: 12; yeast bub3: -8

How did O=P(c1ccccc1)(c1ccccc1)c1ccccc1OCc1cccc(COc2ccccc2P(=O)(c2ccccc2)c2ccccc2)n1 do in these assays?
yeast mec2-1: -8; yeast cln2 rad14: -22; rad50: -7; yeast sgs1 mgt1: -12; yeast mlh1 rad18: 31; yeast bub3: -3

Results for COC(=O)C1=C(CO)C2C=CC1C2 (centres undefined) ?
yeast mec2-1: 26; yeast cln2 rad14: 7; rad50: 3; yeast sgs1 mgt1: -1; yeast mlh1 rad18: 7; yeast bub3: 6

What do the screens show for `O=C(CC1C(=O)Nc2ccccc2S1=O)Nc1cccc(Cl)c1` (centres undefined)?
yeast mec2-1: -31; yeast cln2 rad14: 18; rad50: -32; yeast sgs1 mgt1: -4; yeast mlh1 rad18: -25; yeast bub3: 10

What do the screens show for `CCOC(=O)c1cc(C=O)oc1C`?
yeast mec2-1: -4; yeast cln2 rad14: -43; rad50: 7; yeast sgs1 mgt1: -8; yeast mlh1 rad18: -1; yeast bub3: 2

What do the screens show for `Nc1c(I)cc([N+](=O)[O-])cc1I`?
yeast mec2-1: 3; yeast cln2 rad14: -16; rad50: 33; yeast sgs1 mgt1: 18; yeast mlh1 rad18: 20; yeast bub3: 26

Results for COc1ccc(C(=O)C(C(c2ccccc2)N2CCc3ccccc3C2)N2CCc3ccccc3C2)cc1 (centres undefined) ?
yeast mec2-1: 15; yeast cln2 rad14: 27; rad50: 27; yeast sgs1 mgt1: 12; yeast mlh1 rad18: 28; yeast bub3: 78*

Results for Oc1cncc2ccccc12 ?
yeast mec2-1: 5; yeast cln2 rad14: -1; rad50: 3; yeast sgs1 mgt1: 11; yeast mlh1 rad18: -5; yeast bub3: 2

Results for CC(=O)Nc1cc2cc(NC=C(C#N)C#N)ccc2oc1=O ?
yeast mec2-1: -27; yeast cln2 rad14: 16; rad50: -2; yeast sgs1 mgt1: 14; yeast mlh1 rad18: -2; yeast bub3: 18

What do the screens show for `CC1=NC(=Cc2ccc(Cl)cc2)C(=O)N1n1c(-c2ccccc2)nc2ccccc2c1=O`?
yeast mec2-1: 70*; yeast cln2 rad14: 80*; rad50: 67; yeast sgs1 mgt1: 86*; yeast mlh1 rad18: 81*; yeast bub3: 82*

How did O=C1CN(c2ccccc2)C(=O)C1C(=O)Nc1ccc(Cl)c(Cl)c1 (centres undefined) do in these assays?
yeast mec2-1: 2; yeast cln2 rad14: -4; rad50: 11; yeast sgs1 mgt1: 25; yeast mlh1 rad18: 23; yeast bub3: 1

How did C=CCNC(=O)/C(C)=C(\C)c1ccc(F)cc1 do in these assays?
yeast mec2-1: 6; yeast cln2 rad14: -18; rad50: 4; yeast sgs1 mgt1: 3; yeast mlh1 rad18: -5; yeast bub3: 2

What do the screens show for `O=C(Cc1nc2ccccc2o1)C(=O)Nc1ccccc1C(F)(F)F`?
yeast mec2-1: -5; yeast cln2 rad14: 7; rad50: -16; yeast sgs1 mgt1: -3; yeast mlh1 rad18: 18; yeast bub3: 3

Results for CC(C)NCC1CCCO1 (centres undefined) ?
yeast mec2-1: -23; yeast cln2 rad14: 5; rad50: -7; yeast sgs1 mgt1: -16; yeast mlh1 rad18: -8; yeast bub3: -6

What do the screens show for `Cc1cc(=O)oc2ccc3c(=O)ccoc3c12`?
yeast mec2-1: 14; yeast cln2 rad14: 13; rad50: 34; yeast sgs1 mgt1: -6; yeast mlh1 rad18: -7; yeast bub3: 10

How did C[N+]1(C)CCC(CCC2CCCCC2)(c2ccccc2)C(=O)C1 (centres undefined) do in these assays?
yeast mec2-1: 11; yeast cln2 rad14: -2; rad50: 38; yeast sgs1 mgt1: 16; yeast mlh1 rad18: 40; yeast bub3: 2

How did CCCCNC1=C(C(=O)OCC)/C(=N/NC(=O)c2ccccc2O)CO1 do in these assays?
yeast mec2-1: 10; yeast cln2 rad14: 11; rad50: 42; yeast sgs1 mgt1: 27; yeast mlh1 rad18: 49; yeast bub3: 12

What do the screens show for `O=C(NC1CCCCC1Cl)C1CCCCC1` (centres undefined)?
yeast mec2-1: 19; yeast cln2 rad14: 5; rad50: 17; yeast sgs1 mgt1: 2; yeast mlh1 rad18: -15; yeast bub3: -7

Results for CC(O)C(NC(=O)c1cnc(OCc2ccccc2)nc1N)C(=O)O (centres undefined) ?
yeast mec2-1: -16; yeast cln2 rad14: 1; rad50: 4; yeast sgs1 mgt1: -11; yeast mlh1 rad18: -3; yeast bub3: -10

How did O=S1(=O)CS/C(=N\C(=S)N(c2ccccc2)c2ccccc2)N1c1ccccc1 do in these assays?
yeast mec2-1: -11; yeast cln2 rad14: 18; rad50: 33; yeast sgs1 mgt1: -3; yeast mlh1 rad18: 2; yeast bub3: 5

What do the screens show for `COC(=O)C1CC(OC(C)=O)C2OC(C)(C)OC2C1OC(C)=O` (centres undefined)?
yeast mec2-1: 2; yeast cln2 rad14: 1; rad50: 8; yeast sgs1 mgt1: -3; yeast mlh1 rad18: -3; yeast bub3: 9

What do the screens show for `Cc1cccc(OC(=O)NC2CCCCC2)c1`?
yeast mec2-1: -4; yeast cln2 rad14: -72; rad50: 4; yeast sgs1 mgt1: -13; yeast mlh1 rad18: -13; yeast bub3: 6

Results for CC(OC(C)(C)C)C(NC(=O)OCC1c2ccccc2-c2ccccc21)C(=O)NC(Cc1ccccc1)C(=O)OCc1ccccc1 (centres undefined) ?
yeast mec2-1: -8; yeast cln2 rad14: -16; rad50: -32; yeast sgs1 mgt1: -4; yeast mlh1 rad18: 0; yeast bub3: -19

What do the screens show for `C(=C(/C=C/C(=C/c1ccccc1)c1ccccc1)c1ccccc1)\c1ccccc1`?
yeast mec2-1: 14; yeast cln2 rad14: -59; rad50: 34; yeast sgs1 mgt1: -12; yeast mlh1 rad18: -1; yeast bub3: 1

What do the screens show for `Nc1cc(Cl)cc(S(=O)(=O)O)c1O`?
yeast mec2-1: 0; yeast cln2 rad14: -66; rad50: 2; yeast sgs1 mgt1: -3; yeast mlh1 rad18: -14; yeast bub3: 9
